BCR signal inh: qHTS Assay to Find Inhibitors of Chronic Active B-Cell Receptor Signaling. 340,000 compounds, 0.05% hits. ABC-DLBCL IkBa-CBG/CBR reporter, luminescence ratio, 4 h. Potency, µM (doses to about 46.1 µM), without a hit: top-dose ratio change, negative = lower green/red ratio, actives largely listed as inhibitors; active = well fitted inhibition curve with a large enough effect in the signal ratio, with a control signal flat, not every such curve was filed as active; inconclusive = small, poorly fitted or top-dose-only effect, or effect the other way, or a change in a side signal; the % refers to the signal ratio;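 also: potency is read from the fitted curve at half-maximal effect; plate controls were basal doxycycline-induced cells for no effect and cells given 10 µM MG132 for full effect; MG132 reads +100%, hits lower the ratio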
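Cell line TMD8 (human ABC DLBCL), stably expressing tet-inducible CBG68-IkBa fusion and CBR; IMDM/0.5% FBS; cpd up to 46 uM; dox induction, 4 h, 37C/5% CO2; dual luminescence; green/red ratio; MG132 control.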
KCNH2 3.1 inh: qHTS for Inhibitors of KCHN2 3.1: Mutant qHTS; 340,000 compounds, 0.95% hits; activity change, % (tested at about 1.8 µM); U2OS KCNH2 3.1, thallium flux FluxOr; stronger effect = lower value; Potassium voltage-gated channel subfamily H member 2, brain isoform KCNH2 3.1 (human);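 active = maximum activity change below -70%; inconclusive = maximum activity change from -70% to -50%; inactive = maximum activity change above -50%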;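 also: thallium influx rate constant from kinetic fluorescence after stimulation buffer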
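Kinetic fluorescence (2 min after stimulation buffer) measures Tl+ influx through KCNH2 3.1 expressed by viral transduction in U2OS cells; the rate constant is normalized against DMSO controls serving as positive and negative references.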
GALK inh: qHTS Assay for Inhibitors of Human Galactokinase (GALK). Potency, µM (top dose mostly 57.5 µM), inactives show at the top dose activity change, negative = inhibition, actives largely listed as inhibitors. Purified GALK, Kinase-Glo residual ATP luminescence. 270,000 compounds, 0.007% hits; also: potency is read from the fitted curve at half-maximal effect
Target sequence (P51570 whole entry, looked up): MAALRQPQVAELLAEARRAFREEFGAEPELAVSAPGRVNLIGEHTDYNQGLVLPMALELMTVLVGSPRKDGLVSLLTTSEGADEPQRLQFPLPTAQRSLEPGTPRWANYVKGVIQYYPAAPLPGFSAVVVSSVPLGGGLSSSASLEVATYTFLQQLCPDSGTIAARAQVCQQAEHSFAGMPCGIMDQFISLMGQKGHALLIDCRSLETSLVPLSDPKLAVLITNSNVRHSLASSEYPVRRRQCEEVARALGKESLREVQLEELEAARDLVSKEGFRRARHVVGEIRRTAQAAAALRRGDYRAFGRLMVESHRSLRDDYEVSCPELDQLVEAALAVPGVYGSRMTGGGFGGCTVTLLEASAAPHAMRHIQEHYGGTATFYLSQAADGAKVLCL
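Human GALK (5 nM) with 35 uM ATP and 100 uM galactose in 20 mM HEPES pH 8.0, 5 mM MgCl2, 60 mM NaCl, 1 mM DTT, 0.01% BSA. After 1 h at room temperature, leftover ATP was read by Kinase-Glo Plus luminescence.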
Eya2 inh: qHTS Assay for Inhibitors of the Phosphatase Activity of Eya2 | 330,000 compounds, 0.006% hits | Potency, µM (doses to about 76.9 µM), for inactives: top-dose activity, negative = inhibition, most hits filed as inhibitors | Protein phosphatase EYA2 (Homo sapiens), O00167 | AID 488837, 2010 | recombinant Eya2, OMFP fluorescence dephosphorylation (OMFP is methylfluorescein phosphate); also: potency is read from the fitted curve at half-maximal effect
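Eya2 (0.2 uM) preincubated 10 min at ambient with compound, then OMFP substrate added at 50 uM; 10 min reaction in 50 mM HEPES pH 7.5, 50 mM NaCl, 5 uM MgCl2, 0.05% BSA, 1 mM DTT. Fluorescence read at Ex 485/Em 525 nm.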
PKM2 act: qHTS Assay for Activators of Human Muscle isoform 2 Pyruvate Kinase; purified PKM2, Kinase-Glo ATP luminescence, activation; response scale: 0% is enzyme alone, no compound; Potency, µM (series often up to 57.5 µM), inactives show top-dose activation, most hits filed as activators; 260,000 compounds, 0.34% hits; AID 1631, 2009; also: potency is read from the fitted curve at half-maximal effect; nearly all actives have a fitted effect of over 55% in size
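ATP formation by purified human PK-M2, quantified via coupled luciferase luminescence after 1 h at room temperature with 0.1 mM ADP and 0.5 mM PEP final.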
KCNH2 WT inh: qHTS for Inhibitors of KCHN2 3.1: Wildtype qHTS; Voltage-gated inwardly rectifying potassium channel KCNH2 (Homo sapiens), Q12809; U2OS, BacMam KCNH2, thallium flux FluxOr; stronger effect = lower value; activity change, % at 1.84 µM; 340,000 compounds, 0.37% hits; AID 720551, 2013;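 active = maximum activity change below -70%; inconclusive = maximum activity change between -70% and -50%; inactive = maximum activity change above -50%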
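U2OS cells transduced with wild-type KCNH2 virus are loaded with FluxOr dye for 45 min, and thallium flux is measured in kinetic reads before and after stimulation buffer. Rate constants are normalized to DMSO controls.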
USP2a block: qHTS Assay for Inhibitors of Ubiquitin-specific Protease USP2a Using CHOP2 as the Reporter; AID 463254, 2010; Ubiquitin carboxyl-terminal hydrolase 2 (Homo sapiens), O75604; 330,000 compounds, 0.01% hits; USP2 core, Ub-CHOP2 coupled fluorogenic reporter, 485/531; Potency, µM (series often up to 38.3 µM), inactives show top-dose activity change, negative = inhibition, most hits filed as inhibitors;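 also: potency is read from the fitted curve at half-maximal effect; plate controls were DMSO wells for no effect and full inhibition by NEM control for full effect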
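Cell-free coupled assay: 10nM USP2 core preincubated 30min RT with compound in Tris-HCl pH 8.0/CaCl2/CHAPS buffer, then 25nM Ub-CHOP2 and 25nM reporter substrate; fluorescence (Ex 485/Em 531) read after 60min RT, normalized to NEM inhibition, concentration-response curves fitted.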
uPA generation: qHTS for Inhibitors of Cell Surface uPA Generation. cell surface uPA generation assay, qHTS. Potency, µM (doses to about 38.3 µM), without a hit: at the highest dose activity change, negative = inhibition, hits mostly inhibitors. 330,000 compounds, 0.31% hits. AID 540303, 2011; active = well fitted inhibition curve with a large enough effect; inconclusive = small, poorly fitted or top-dose-only effect; inactive = no such curve, though single readings can be large or run the other way; tested in mouse RAW 264.7 cells; also: potency is read from the fitted curve at half-maximal effect; nearly all actives have a fitted effect of over 55% in size
Giardia killer: Small Molecules that selectively kill Giardia lamblia: qHTS | AID 540267, 2011 | activity change, % at 7.66 µM, hits read low | Giardia lamblia trophozoite viability | 340,000 compounds, 0.15% hits; in the data active = activity change below about -80%; inconclusive = between about -30% and that limit;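 also: parasites exposed to compound for two days anaerobically before the ATP read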
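Compounds were tested on trophozoites seeded at 100 cells/well and held 48 hrs at 37 deg C anaerobically. An ATP-based luminescent kit measured the remaining live cells.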
B2AR arrestin: qHTS assay of beta-arrestin-biased ligands of beta2-adrenergic receptor | 330,000 compounds, 0.02% hits | beta-arrestin recruitment to beta2AR, cell-based reporter | AID 492947, 2010 | Potency, µM (top dose mostly 46.1 µM), for inactives: at the highest dose activation, usual class: activators | Beta-2 adrenergic receptor (Homo sapiens), P07550;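 also: potency is read from the fitted curve at half-maximal effect; 0% = DMSO controls and full agonism = EC100 isoproterenol or metaproterenol; nearly all actives have a fitted effect of over 65% in size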
Target sequence (P07550 whole entry, looked up): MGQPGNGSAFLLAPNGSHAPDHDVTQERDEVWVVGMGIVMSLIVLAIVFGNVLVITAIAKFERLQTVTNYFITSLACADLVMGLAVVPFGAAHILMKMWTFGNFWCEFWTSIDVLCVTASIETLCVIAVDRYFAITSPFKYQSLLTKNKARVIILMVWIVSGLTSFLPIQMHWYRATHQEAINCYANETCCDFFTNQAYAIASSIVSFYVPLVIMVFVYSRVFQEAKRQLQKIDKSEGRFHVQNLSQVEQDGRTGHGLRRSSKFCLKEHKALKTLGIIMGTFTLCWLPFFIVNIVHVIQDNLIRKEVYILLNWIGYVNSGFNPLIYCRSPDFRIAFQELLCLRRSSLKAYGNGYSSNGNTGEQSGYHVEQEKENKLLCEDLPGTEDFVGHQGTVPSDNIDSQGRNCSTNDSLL
Coupling enz: qHTS Assay for Inhibitors of Fructose-1,6-bisphosphate Aldolase from Giardia Lamblia: Coupling assay counterscreen; coupling enzyme system counterscreen, AmpLite Red fluorescence; activity change, negative = inhibition, % at 58.2 µM, hits read low; 290,000 compounds, 0.67% hits; in the data active = activity change below about -30%
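First, compound is pin-transferred into glyceraldehyde-3-phosphate coupling-enzyme reagent at 57.5 uM final and held 10 min at RT. Next, substrate, coupling system and AmpLite Red are added. After 20 min RT, fluorescence (525/598 nm) is read.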
* = called active by the depositor; u = inconclusive; x = not tested or not shown; & = joins results of further samples; ! = repeats disagree; [ ] = dose if it differs, or a comment. Unless noted, calls follow the shape of the dose curve; as a rule, active = well fitted curve in the direction sought with a large enough effect; inconclusive = small, poorly fitted or top-dose-only effect, or another doubt; inactive = no such curve, though single readings can be large; an effect the other way counts as inactive or inconclusive. Unless noted, % is scaled to controls: 0 for no effect and ±100 for the full control effect.

SMILES	BCR signal inh	KCNH2 3.1 inh	GALK inh	Eya2 inh	PKM2 act	KCNH2 WT inh	USP2a block	uPA generation	Giardia killer	B2AR arrestin	Coupling enz
CCCCc1cc(=O)oc2cc(OS(C)(=O)=O)ccc12	u	-3	x	2%	12%	7	4%	-3%	-7	-1.6%	3
COc1ccc([C@H]2CC(=O)C=C(c3cccc4c3Oc3ccccc3S4)C2)cc1	0%	x	x	13%	x	x	1%	u	-14	-0.1%	x
CC(=O)N(Cc1nc2sc(C)c(C)c2c(=O)[nH]1)C1CCCC1	3%	6	-2%	5%	3%	-15	-1%	-5%	-3	-1.1%	1
O=C(N/N=C/c1ccco1)c1cccc(N2Cc3ccccc3C2)c1	u	5	8%	-5%	5%	-7	-1%	-13%	-9	-0.9%	-5
Cn1c(=O)c2c(ncn2CC(=O)Nc2ccccc2N2CCOCC2)n(C)c1=O	-1%	6	7%	-5%	-1%	4	3%	1%	-5	0.1%	1
CCN(CC)C(=O)CSc1nnc(COc2cccc(C)c2)n1C	-12%	x	8%	1%	-7%	x	-5%	x	x	0.0%	3
CCOc1ccc(C(=O)NCC(=O)NCC2CCCCC2)cc1OCC	3%	5	4%	12%	x	1	-1%	1%	-10	-0.4%	2
O=C(Cn1c(C(=O)OCCO)cc2ccccc21)c1ccccc1	6%	15	-5%	5%	-2%	17	9%	-9%	-7	0.3%	0
CC(=O)c1c(O)c2ccccc2n(C(C)C)c1=O	0%	-7	-1%	-14%	-3%	1	-4%	0%	-17	-1.0%	-9
C[C@H](CO)N1C[C@H](C)[C@@H](CN(C)Cc2ccc(-c3ccccc3)cc2)Oc2c(NC(=O)c3ccncc3)cccc2C1=O	4%	-3	x	-15%	x	9	2%	u	5	-0.1%	x
CCOc1ccc(CCNC(=O)CCC(=O)N2CCOc3ccc(C)cc32)cc1OCC	1%	-5	x	0%	-9%	2	1%	-7%	-13	-0.5%	2
NC(=O)C1CCN(C2CC(=O)NC2=O)CC1 (configuration not stated)	5%	1	5%	4%	x	1	0%	3%	-15	-1.5%	2
O=C(C[C@H]1C/C=C\CCC(=O)O[C@@H](c2ccccc2)CNC1=O)NCCO	-1%	14	x	-10%	x	-14	2%	-2%	32[activator]	0.1%	x
CCOc1cccc(C(=O)Nc2nnc(-c3ccco3)s2)c1	u	-15	1%	5%	-13%	-11	-7%	1%	9	-0.1%	-5
O=C(Nc1ccc(S(=O)(=O)Nc2cnc3ccccc3n2)cc1)c1cccc(OC(F)F)c1	0%	-5	-4%	15%	x	2	0%	-3%	3	-0.6%	8
CCn1c(=O)c2c(nc3n2CCCN3CCc2ccc(OC)c(OC)c2)n(C)c1=O	u	-72*	x	7%	x	1	-1%	-6%	-13	-0.1%	1
Cc1cccc2cc(/C=N/NC(=O)CN3CCOCC3)c(Cl)nc12	-1%	5	-2%	7%	0%	-5	-1%	3%	12	-0.1%	-2
C=C1CC2C(CCC3(C)C2CCC3(O)C(C)=O)C2(C)CCC(=O)C=C12 (configuration not stated)	-3%	-21	2%	-12%	0%	2	-1%	-9%	9	0.4%	0
COc1cccc(C(=O)OCC(=O)c2[nH]c(C)c(C(C)=O)c2C)c1	-11%	-8	x	4%	x	12	1%	10%	7	-0.1%	x
COc1cccc(/C=C2\Oc3cc(OCC(=O)N4CCCCC4)ccc3C2=O)c1OC	u	-7	-7%	-3%	4%	-3	3%	0%	5	0.6%	2
Cc1nn(-c2ccccc2)c(NC(=O)c2cccs2)c(-c2ccccc2)c1=O	-1%	0	1%	13%	1%	-5	-1%	-6%	-2	-0.1%	2
COC(=O)Nc1nc(-c2ccccc2)c(C(=O)c2ccccc2)s1	u	3	-3%	8%	-3%	-3	-1%	-16%	13	-0.2%	1
O=C1OCC2=C1C(c1ccccc1)CC(=O)N2c1ccccc1 (configuration not stated)	-2%	-4	-1%	-3%	-14%	4	-1%	0%	-14	-0.1%	0
CCOC(=O)C(=O)N/N=C/c1ccc(F)cc1	6%	4	1%	-17%	0%	2	0%	0%	22	-0.4%	1
CCN1C(=O)[C@H]2[C@@H](c3ccc(-c4cccc(Cl)c4)c(OC)c3)N[C@@](CC(C)C)(C(=O)OC)[C@H]2C1=O	-12%	-4	x	4%	x	1	3%	-28%	-7	0.1%	x
COc1ccc(NC(=O)C(C)N2C(=O)C3CC=C(Cl)CC3C2=O)cc1 (configuration not stated)	-6%	7	-3%	4%	x	-6	0%	9%	30[activator]	0.1%	x
CCNC(=S)N/N=C/c1cc(C)ccc1C	u	11	0%	2%	-18%	-4	5%	-7%	4	-0.1%	-3
Cc1ccc(S(=O)(=O)c2nc(C)oc2NCc2ccccc2)cc1	9%	x	0%	-1%	1%	x	-2%	x	x	2.8%	0
Cc1ccc(S(=O)(=O)c2c(N)n(Cc3ccco3)c3nc4ccccc4nc23)cc1C	u	-9	-1%	-3%	u	1	23%	2%	9	0.0%	-11
O=C(N/C(=C\c1ccccc1)C(=O)N1CCCCCC1)c1ccccc1	-17%	1	-3%	-16%	0%	0	-1%	4%	2	0.0%	-2
COc1ccc(/C=C2/N=C3CCCCCN3C2=O)cc1OC	-1%	11	2%	1%	0%	37	3%	1%	2	-0.3%	-1
COc1ccccc1Cc1nnc(NC(=O)C2CCN(C(=O)c3ccco3)CC2)s1	2%	-5	0%	-10%	-1%	6	-1%	0%	24	0.2%	0
Cc1ccc(-c2n[nH]c(=O)c3ccccc23)cc1S(=O)(=O)N(C)C	-6%	-11	0%	-7%	0%	1	3%	6%	-11	-0.4%	4
O=C(CN1C(=O)c2ccccc2S1(=O)=O)Nc1cccc(S(=O)(=O)N2CCOCC2)c1	-1%	-4	x	x	x	3	-1%	2%	2	-0.2%	x
CC(C)CCc1noc(CN2CCC(C(=O)N3CCOCC3)CC2)n1	u	-5	0%	12%	3%	-1	0%	-8%	-15	-0.8%	-1
CC1CCN(C(=O)c2nc[nH]c2C(=O)N2CCC(C)CC2)CC1	2%	x	x	-1%	x	x	1%	0%	-13	0.2%	x
O=C(Nc1ccc(C(=O)O)cc1)/C(=C\c1ccc2c(c1)OCO2)NC(=O)c1ccc(Br)cc1	3%	20	0%	0%	-10%	-5	-3%	-1%	-8	-0.2%	11
COc1cc(/C=N/N=C2/NC(=O)C(Cc3ccc(F)cc3)S2)ccc1O (configuration not stated)	u	5	-3%	-7%	-4%	3	5%	-10%	-2	-1.0%	-2
O=C(NCCCc1ccccc1)c1cccc(S(=O)(=O)N2CCOCC2)c1	2%	7	x	25%	x	0	8%	-12%	-13	-0.1%	x
Cc1ccnc(NC(=O)CS(=O)(=O)Cc2ccccc2)c1	-4%	9	0%	14%	-3%	8	-2%	0%	5	-0.1%	-1
Cc1nc([N+](=O)[O-])cn1CC(=O)c1ccc(F)cc1	0%	2	0%	-1%	x	1	6%	-8%	u	-0.8%	-1
COc1cc(OC)cc(C(=O)NCc2ccc3[nH]c(C)cc3c2)c1	2%	11	3%	-7%	-19%	-6	0%	10%	12	0.1%	-1
CC[C@@H](C)[C@H](NC(=O)CNC(=O)Cc1c(C)c2c(cc(C)c3c(C)coc32)oc1=O)C(=O)O	2%	12	x	4%	x	5	-1%	-12%	40[activator]	0.0%	-2
CC(/C=C\c1cccnc1)=C/C(=O)O	1%&-1%	-77*!	0%&0%	10%&14%	14%&-4%	-1&-21	0%&2%	2%&3%	-1&1	4.1%&-0.2%	0&4
CCCCn1c(N)c(N(CC(C)C)C(=O)C2CCN(S(=O)(=O)c3ccccc3)CC2)c(=O)[nH]c1=O	1%	7	x	-22%	x	-14	2%	2%	-6	0.1%	x
Cc1nnsc1C(=O)N(Cc1ccccc1)C(C)C	u	29	-2%	8%	-1%	-5	1%	-10%	17	-0.6%	0
C=CCn1c(SCC(=O)c2cccs2)nnc1-c1cccc(OC)c1	-4%	-3	1%	-11%	-1%	5	3%	-9%	23	0.1%	-3
O=C(Nc1cnccn1)c1csc2ccccc12	u	-6	-5%	11%	-3%	-9	2%	x	-4	-0.9%	3
CCCCNC(=O)N(CC)c1c(N)n(Cc2ccccc2)c(=O)[nH]c1=O	u	-21	3%	-3%	13%	17	0%	8%	-14	-1.0%	6

Random draw from the library; overall some 2.4% were active at least once.
